PvdQ inh: P. aeruginosa PvdQ acylase inhibition. 340,000 tested, 0.063% active. purified PvdQ acylase, fluorescence plate reader. inhibition, % at 10 µM; in the data active = inhibition above about 30%, passing the limit was not always enough;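 also: 0% = vehicle neutral wells and 100% = reference inhibitor wells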
SR-BI DiI inh: inhibitors of mouse SR-BI mediated HDL lipid uptake. Q61009. ldlA[mSR-BI] CHO cells, DiI-HDL uptake fluorescence, 3 h. inhibition, % at 12.5 µM. 320,000 tested, 0.96% active. AID 488896;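 active = mean replicate inhibition of at least 70% and a set share of replicates each scoring 70 or more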;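 also: 0% = median of neutral control wells and 100% = median of positive control wells; values of inactives mirror those of a sister screen read the other way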
Rtt109 Vps75: inhibitors of Candida albicans Rtt109/Vps75 histone acetyltransferase. 330,000 tested, 0.16% active. AID 540336. inhibition, % at 34.9 µM. purified Rtt109/Vps75, ThioGlo CoA-SH fluorescence, 4 h;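 active = inhibition of at least 50% in every replicate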
Target sequence (Q5AAJ8 whole entry, looked up): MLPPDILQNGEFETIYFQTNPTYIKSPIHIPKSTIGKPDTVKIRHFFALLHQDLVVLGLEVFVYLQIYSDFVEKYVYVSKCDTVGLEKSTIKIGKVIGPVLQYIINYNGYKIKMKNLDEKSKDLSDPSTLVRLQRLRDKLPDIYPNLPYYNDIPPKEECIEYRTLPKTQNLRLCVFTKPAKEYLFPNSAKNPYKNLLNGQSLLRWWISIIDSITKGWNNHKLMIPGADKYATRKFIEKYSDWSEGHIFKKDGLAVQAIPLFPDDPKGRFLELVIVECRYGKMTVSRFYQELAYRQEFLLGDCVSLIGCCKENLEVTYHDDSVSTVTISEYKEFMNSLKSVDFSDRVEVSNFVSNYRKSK
HTR5A ag: HTR5A agonism, opioid heterodimer counter-screen. P47898. HTR5A agonist assay, luminescence, cell-based. activation, % at 9.3 µM. 340,000 tested, 0.61% active. AID 504692; in the data active = activation mostly above about 9.5%, no sharp cut-off; inactive = mostly below about 7.6%;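 also: 0% = cells with vehicle only and 100% = reference agonist; strong numbers were not always called active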
Target sequence (P47898 whole entry, looked up): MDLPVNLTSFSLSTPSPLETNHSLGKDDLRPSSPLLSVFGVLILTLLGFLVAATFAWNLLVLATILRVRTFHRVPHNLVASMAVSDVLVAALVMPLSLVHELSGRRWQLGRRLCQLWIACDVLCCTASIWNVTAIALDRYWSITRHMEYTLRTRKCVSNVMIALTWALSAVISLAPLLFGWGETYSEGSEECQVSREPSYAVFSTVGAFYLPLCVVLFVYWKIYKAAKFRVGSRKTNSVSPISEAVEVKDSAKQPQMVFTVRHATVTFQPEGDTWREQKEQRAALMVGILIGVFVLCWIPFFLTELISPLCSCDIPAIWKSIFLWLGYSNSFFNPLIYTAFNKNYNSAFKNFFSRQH
dFosB activator: enhances mouse delta FosB homodimer DNA binding | P13346 | purified delta FosB, TAMRA-CDK5 oligo fluorescence polarization; percent of positive-control signal above neutral wells | activation, % at 25 µM | 340,000 tested, 0.99% active;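 active = mean activation above about 17%, with every replicate also reaching it, limit read from the data, passing the limit was not always enough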;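 also: fluorescence polarization rise as delta FosB binds a TAMRA Cdk5 AP-1 oligo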
Wnt act: activators of Wnt/beta-catenin signaling. Wnt/beta-catenin reporter cell assay, activator, plate reader. activation, % at 9.35 µM. 300,000 tested, 1.2% active. AID 743398; in the data active = activation above about 30%, passing the limit was not always enough;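 also: 0% = neutral control wells and 100% = positive control wells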
SR-BI uptake up: SR-BI HDL lipid transfer activation | CHO ldlA[mSR-BI] cells, DiI-HDL uptake fluorescence, 3 h; 100 = double the neutral-control signal | 320,000 tested, 0.096% active | activation, % at 12.5 µM;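 active = mean replicate activation of at least 60% and every replicate at or above 60%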;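 also: 0% = median plate neutral-control signal and 100% = twice that signal; values of inactives mirror those of a sister screen read the other way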
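system = CHO ldlA[mSR-BI] cells, LDL receptor-null, SR-BI overexpressing | medium = Ham's F12 with 0.5% BSA, HEPES 25 mM, pH 7.4 | probe or stimulus = DiI-HDL 10 µg/mL | compound dosing = single-point compound dose | incubation = compound exposure 3 h, 37 °C | technique = DiI fluorescence, bottom read | read-out = cell-associated DiI fluorescence as measure of HDL uptake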
RTF Ca sens act: increases calcium sensitivity of human cardiac regulated thin filaments; AID 493008; 340,000 tested, 0.24% active; P19429+P45379; activation, % at 7.2 µM; IANBD-labeled TnC RTF fluorescence at EC20 calcium; 0% EC20 calcium, 100% full calcium;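 active = activation above the mean over all tested compounds plus 3 SD, cut at about 30% in these data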;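 also: rise in fluorescence read as greater calcium sensitivity of cardiac thin filaments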
MITF act: activators of MITF-driven TRPM1 promoter activity in SK-MEL-5 cells | SK-MEL-5 TRPM1-promoter luciferase, 24 h; % of positive control, neutral wells = 0 | activation, % at 12.5 µM | 300,000 tested, 0.75% active | AID 588334;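 active = mean activation of at least 80% with every replicate also reaching 80%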;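 also: 0% = neutral control wells and 100% = parthenolide positive control wells; values of inactives mirror those of a sister screen read the other way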
CDK5 p35 inh: CDK5/p35 (human) kinase inhibition; Q00535+Q15078; Recombinant CDK5/p35, ADP-Glo luminescence, 60 min; inhibition, % at 10 µM; 330,000 tested, 0.01% active;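 active = highest replicate inhibition of at least 50% and at least 75% of replicates reaching 50%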;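 also: plate controls were DMSO neutral control for no effect and GW8510 at 10 µM for full effect; many of its hits are not listed in these tables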
Active calls of the source: *; x = not tested or not shown.

smiles,Rtt109 Vps75,SR-BI uptake up,Wnt act,SR-BI DiI inh,CDK5 p35 inh,dFosB activator,MITF act,PvdQ inh,HTR5A ag,RTF Ca sens act
Cc1csc(SCC(=O)Nc2ccc(S(=O)(=O)N3CCCC3)cc2)n1,3,-14,x,14,1.2,-7,-6,-10,-4,-3
NC(=O)C1CCN(c2nc(-c3ccc4occc(=O)c4c3)cs2)CC1,0,16,1,-16,1.5,-2,9,-6,5,1
c1ccc(OCc2nn3c(-c4n[nH]c5c4CCC5)nnc3s2)cc1,4,15,x,-15,-0.6,-13,-17,8,4,-5
CCOC(=O)C1=C(CS(=O)(=O)c2ccccc2)NC(=O)NC1c1ccccc1OC (configuration not stated),-4,22,-2,-22,0.3,1,5,-5,-1,-4
CC(C)(C)C(=O)CN1C(=O)NC(c2ccccc2)(c2ccccc2)C1=O,8,x,-1,x,0.5,2,11,2,0,-5
Cn1c(=O)c2[nH]c(CNCc3ccccc3Cl)nc2n(C)c1=O,8,2,x,-2,1.1,-5,-4,-14,1,9
O=S1(=O)CCC(n2ncc3c2/C(=C/c2ccccc2)CC3)C1 (configuration not stated),-3,-15,-2,15,2.5,0,-10,-9,-1,3
CCOc1cccc(Oc2ncccc2C(=O)/C(C#N)=C/N(C)C)c1,-8,13,x,-13,-0.6,11,1,3,1,8
CCCOC(=O)c1c(NC(=O)C2CCCO2)sc(C(=O)OC)c1C (configuration not stated),-1,-57,-2,57,0.7,-4,-4,4,1,-4
COC(=O)c1cc(/C=C/c2ccccc2)[nH]n1,7,10,6,-10,-1.4,-7,67,0,1,-5
CCOc1ccc(C(=O)NCCCN(CC)CC)cc1,-6,12,x,-12,-1.6,-12,1,-17,0,5
COc1cc(C(=O)NCC(c2cccs2)N2CCc3ccccc32)cc(OC)c1OC (configuration not stated),10,-26,-3,26,1.8,-1,-20,-2,-3,-21

An excerpt from above, showing only SR-BI uptake up and Wnt act:
SMILES	SR-BI uptake up	Wnt act
CCCOC(=O)c1c(NC(=O)C2CCCO2)sc(C(=O)OC)c1C (configuration not stated)	-57	-2
COC(=O)c1cc(/C=C/c2ccccc2)[nH]n1	10	6
CCOc1ccc(C(=O)NCCCN(CC)CC)cc1	12	x
COc1cc(C(=O)NCC(c2cccs2)N2CCc3ccccc32)cc(OC)c1OC (configuration not stated)	-26	-3

Fetched by compound from the entries so far:
smiles,Rtt109 Vps75,SR-BI uptake up,Wnt act,SR-BI DiI inh,CDK5 p35 inh,dFosB activator,MITF act,PvdQ inh,HTR5A ag,RTF Ca sens act
NC(=O)C1CCN(c2nc(-c3ccc4occc(=O)c4c3)cs2)CC1,0,16,1,-16,1.5,-2,9,-6,5,1
c1ccc(OCc2nn3c(-c4n[nH]c5c4CCC5)nnc3s2)cc1,4,15,x,-15,-0.6,-13,-17,8,4,-5
Cn1c(=O)c2[nH]c(CNCc3ccccc3Cl)nc2n(C)c1=O,8,2,x,-2,1.1,-5,-4,-14,1,9
CCOc1cccc(Oc2ncccc2C(=O)/C(C#N)=C/N(C)C)c1,-8,13,x,-13,-0.6,11,1,3,1,8
CCOc1ccc(C(=O)NCCCN(CC)CC)cc1,-6,12,x,-12,-1.6,-12,1,-17,0,5
Cc1csc(SCC(=O)Nc2ccc(S(=O)(=O)N3CCCC3)cc2)n1,3,-14,x,14,1.2,-7,-6,-10,-4,-3

(more compounds)
smiles,Rtt109 Vps75,SR-BI uptake up,Wnt act,SR-BI DiI inh,CDK5 p35 inh,dFosB activator,MITF act,PvdQ inh,HTR5A ag,RTF Ca sens act
O=C(NCc1ccc(N2CCCC2=O)cc1)c1cn(Cc2ccccc2)nn1,10,-7,-1,7,0.6,4,-6,-2,4,-1
O=S(=O)(c1c(F)cccc1F)C1CCN(S(=O)(=O)c2ccc3c(c2)OCCO3)CC1,-16,3,0,-3,-1.7,-2,-7,-11,-1,5
Cn1c(C=O)c(C#CC(C)(C)O)c2ccccc21,0,-8,-8,8,-1.4,-1,-19,-5,-2,0
CCCN(CCC)c1c([N+](=O)[O-])c(=O)oc2ccccc12,4,6,-1,-6,1.1,7,-9,10,0,-4
CC1(C)Cc2cccc(OCC(=O)Nc3ccccc3F)c2O1,-4,22,-4,-22,2.2,5,1,-13,3,1
Cc1c(Cl)cccc1NC(=O)CN1CCC(NC(=O)C2CCCCC2)CC1,1,-22,x,22,0.7,-6,2,-11,1,5
C[C@@H](NC(=O)[C@@H]1Cc2ccccc2CN1C(=O)OC(C)(C)C)C(=O)NCC1CCCO1 (some centres not stated),-6,2,-3,-2,0.7,-5,-6,-7,2,-5
Nc1ccc(NC(=O)Nc2ccc(N)cc2)cc1,-2,0,3,0,0.2,-3,18,-6,3,-2
COc1ccc(Cl)cc1-c1nc(-c2ccc(NC(=O)c3cccs3)cc2)no1,-8,-1,x,1,3.0,-15,47,-17,6,-3
O=S(=O)(NCc1ccccn1)c1ccc2c(c1)OCCO2,7,13,-1,-13,-1.5,3,-4,-3,1,0
CC(C)(C)[C@@H]1C=C(C(=O)N2CCN(Cc3ccccc3)CC2)O[C@H](OCc2ccc(CO)cc2)C1,6,5,-3,-5,0.5,-13,-4,1,4,-4
CCC(C)(C)n1nnnc1C(c1cccnc1)N1CCN(c2cccc(C(F)(F)F)c2)CC1 (configuration not stated),-2,17,x,-17,0.0,-7,2,-6,-2,-7
CC1CC(C)CN(C(=O)CN(C)S(=O)(=O)c2ccc3c(c2)c(=O)n(C)c(=O)n3C)C1 (configuration not stated),1,10,-2,-10,-0.5,-12,-4,-12,-4,5
COc1ccc2ccccc2c1/C=N/O,-9,1,x,-1,2.3,-3,-8,-8,0,-3
Cc1ccc(C(C)(C)C)cc1S(=O)(=O)Nc1nc2ccccc2nc1Cl,2,3,-1,-3,-0.8,-7,-13,-3,4,-8
Cc1cccc[n+]1CC(=O)c1ccc(Cl)cc1,-2,0,2,0,-0.1,0,x,7,2,-4
Cc1cccc(C)c1NC(=O)CN1CCNCC1,-1,x,-1,x,-2.1,-2,9,-8,-1,2
Clc1ccc(Nc2nc(-c3cccnc3)cs2)cc1,1,-39,x,39,0.5,-2,23,-2,-2,-6
Cc1ccccc1NC(=O)CN1C(=O)C2C3CC(C(Br)C3Br)C2C1=O (configuration not stated),8,30,0,-30,1.0,-4,7,-16,9,-1
Cc1cc(N2CCN(c3ccc(F)cc3)CC2)nc2cc(O)ccc12,-1,-41,-1,36,1.3,9,x,-11,3,3
CCOC(=O)Nc1ccc([N+](=O)[O-])cc1C,-12,-12,9,12,0.8,-4,14,-13,4,-8
O=C(COc1ccccc1Cl)Nc1ccc2oc(=O)ccc2c1,7,-5,1,5,1.1,1,44,-14,-3,0
N#Cc1c(N)n(-c2ccccc2)c(=O)c2cc([N+](=O)[O-])ccc12,1,-13,-2,13,1.4,9,8,-6,4,-7
CC(C)Sc1nc2ccccc2n2cnnc12,-1,6,-1,-6,0.1,-16,x,-5,0,-3
CC1CN(C(=S)Nc2ccccc2C(F)(F)F)CC(C)O1 (configuration not stated),11,8,-1,-8,0.7,-1,-4,0,-1,1
COc1ccc(C)cc1S(=O)(=O)N(C)CC(=O)NCc1ccccn1,5,x,-8,x,-0.3,-4,2,0,2,-2
COc1ccc(Cc2nnc(NC(=O)c3ccc(OC)cc3OC)s2)cc1,1,0,7,0,-0.9,-7,60,-27,4,8
O=C(c1ccco1)N1CCN(CCCCN2C(=O)c3ccccc3C2=O)CC1,-6,-2,-1,2,0.2,-8,3,-7,10,4
CCC(C(=O)NC1CCCCC1)N(CC1CCCO1)C(=O)CNS(=O)(=O)c1ccc(OC)cc1 (configuration not stated),1,-7,x,7,0.9,-19,-1,-7,0,1
COc1cc(NC(=O)c2ccc(Cl)cc2Cl)ccc1NC(=O)c1cccs1,-17,-73,11,73*,0.1,-1,25,-13,-3,5
COc1cc(/C=C/C(=O)OCC(=O)NCc2ccco2)ccc1OCC#N,7,8,0,-8,-1.9,3,-8,-12,-2,0
Cc1ccccc1C(=O)NNC(=O)C1CC(=O)N(Cc2ccccc2)C1 (configuration not stated),-20,17,0,-17,2.7,-4,0,-8,-2,1
C=CCC[C@@H](Cc1ccc(F)cc1)C(=O)OC[C@@H](NC(=O)[C@H](CC=C)CC(=O)NCCO)C(C)(C)C,-5,4,-1,-4,-1.2,-16,6,-11,0,0
COc1ccc(N(CC(=O)NCc2ccccc2OC)S(=O)(=O)c2ccccc2[N+](=O)[O-])c(OC)c1,-2,6,-14,-6,0.0,6,-15,-14,-2,8
Cc1cc(=O)oc(C)c1C(=O)OCC(=O)c1ccc(Cl)cc1,5,-14,x,14,-0.9,-1,33,-8,-1,0
O=C(CN(Cc1ccc(F)cc1)C(=O)CCC(=O)Nc1ccccn1)NCCc1ccccc1,0,-13,-1,13,0.3,1,10,-11,4,5
Cc1nc(Cc2nnc(SCC(=O)N3CC(=O)Nc4ccccc43)o2)cs1,3,11,-3,-11,1.1,-3,6,-7,-1,4

Screening data (PubChem BioAssay)
